Source: PubChem (National Center for Advancing Translational Sciences (NCATS))
EPAC2 ag: activates human EPAC2 exchange factor; Q8WZA2; EPAC2 activation, biochemical qHTS; response scale: 100% = 6.5 mM cAMP response; Potency, µM (titrated, usually from 154 µM), for the others: at the top dose activation, most hits filed as activators; hit rate 0.079% among 360,000; AID 720711; further: potency means the concentration at half of the fitted maximal effect; nearly all actives have a fitted effect of over 50% in size
Target sequence (Q8WZA2 whole entry, looked up): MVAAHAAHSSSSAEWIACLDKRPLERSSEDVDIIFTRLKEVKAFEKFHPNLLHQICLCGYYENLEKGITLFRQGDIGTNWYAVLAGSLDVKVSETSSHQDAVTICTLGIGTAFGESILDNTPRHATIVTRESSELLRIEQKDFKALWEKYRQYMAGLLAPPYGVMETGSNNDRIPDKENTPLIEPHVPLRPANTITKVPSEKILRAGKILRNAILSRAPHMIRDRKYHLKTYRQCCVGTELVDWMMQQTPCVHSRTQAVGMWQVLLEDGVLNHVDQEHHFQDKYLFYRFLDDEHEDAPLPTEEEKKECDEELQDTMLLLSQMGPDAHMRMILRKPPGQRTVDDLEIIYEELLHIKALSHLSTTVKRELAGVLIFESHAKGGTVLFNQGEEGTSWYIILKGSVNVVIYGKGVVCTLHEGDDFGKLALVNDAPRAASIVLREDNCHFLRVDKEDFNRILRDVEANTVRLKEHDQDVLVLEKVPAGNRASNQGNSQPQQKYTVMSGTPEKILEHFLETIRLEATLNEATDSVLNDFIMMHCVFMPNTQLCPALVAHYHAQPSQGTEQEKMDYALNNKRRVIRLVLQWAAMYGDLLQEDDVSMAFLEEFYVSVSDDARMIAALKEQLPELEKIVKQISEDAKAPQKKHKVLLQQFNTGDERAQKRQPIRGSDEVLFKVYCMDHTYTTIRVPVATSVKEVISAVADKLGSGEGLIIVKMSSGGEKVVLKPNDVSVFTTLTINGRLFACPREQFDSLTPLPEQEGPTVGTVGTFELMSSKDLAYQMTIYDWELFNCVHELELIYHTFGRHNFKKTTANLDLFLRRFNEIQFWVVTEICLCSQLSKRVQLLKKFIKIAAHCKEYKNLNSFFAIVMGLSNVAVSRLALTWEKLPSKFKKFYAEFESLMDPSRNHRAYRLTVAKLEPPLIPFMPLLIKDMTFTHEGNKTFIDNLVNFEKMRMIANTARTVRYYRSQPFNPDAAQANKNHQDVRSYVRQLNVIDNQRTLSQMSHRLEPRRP
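Compounds were titrated in qHTS against a Rap1B-BODIPY-GDP (250 nM) complex with EPAC2 (100 nM) and GDP (50 uM). BODIPY-GDP release tracked at 480/540 nm over 30 min at room temperature, normalized to 6.5 mM cAMP.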
HepG2 tox: kills HepG2 cells in TGF-b inhibitor counter-screen | HepG2 CAGA-GFP viability, ATP luminescence, 18 h | Potency, µM (series often up to 46.1 µM), inactives show top-dose activity change, negative = cytotoxicity, actives largely listed as cytotoxic | AID 588856 | hit rate 0.76% among 410,000; further: potency means the concentration at half of the fitted maximal effect; some results filed as inactive show a strong effect at the top dose
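CellTiter-Glo luminescence gave cytotoxicity after 18 hours at 37 degrees C. The cells were HepG2 CAGA-GFP in 1% FBS DMEM, stimulated with 500 pg/mL TGF-beta after compound addition. %Activity was normalised to no-cell wells (complete cell-killing) and DMSO (no toxicity), and curves were fitted and classified.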
Nrf2 block: inhibitors of Nrf2 signaling | Potency, µM (series often up to 46 µM), for inactives: top-dose activity change, negative = inhibition, actives largely listed as inhibitors | hit rate 2.1% among 360,000 | A549 ARE-Fluc reporter, luciferase luminescence, 18-24 h; further: potency means the concentration at half of the fitted maximal effect; on the % scale 0 is the no-effect control and ±100 the full control effect; nearly all actives have a fitted effect of over 60% in size
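Concentration-response testing used A549 ARE_Fluc cells at 5000 cells/well. Following an 18-24 h compound incubation, viability was read by fluorescence (Ex 405/Em 525) and luciferase output by luminescence.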
ATXN2 expr inh: inhibitors of ATXN2 expression; HEK-293 ATXN2-luciferase reporter, luminescence, 24 h; Potency, µM (titrated, usually from 57 µM), for inactives: top-dose activity change, negative = inhibition, most hits filed as inhibitors; hit rate 0.72% among 360,000; AID 1745845; further: potency means the concentration at half of the fitted maximal effect; on the % scale 0 is the no-effect control and ±100 the full control effect; nearly all actives have a fitted effect of over 55% in size
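qHTS (up to 57 uM final) was run with 24 h compound exposure of reporter cells at 37 °C. Each well was multiplexed: SteadyGlo luminescence measured ATXN2-luciferase expression after a fluorogenic Gly-Phe-AFC viability readout (25 uM final).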
TGFb inhibitor: blocks TGF-b signaling; HepG2 CAGA-GFP TGF-b/SMAD3 reporter, GFP fluorescence, 18 h; TGF-beta stimulated, 500 pg/mL final; Potency, µM (series often up to 46.1 µM), inactives show at the top dose activity, negative = inhibition, most hits filed as inhibitors; hit rate 1.2% among 410,000; AID 588855; further: potency means the concentration at half of the fitted maximal effect; on the % scale 0 is the no-effect control and ±100 the full control effect; nearly all actives have a fitted effect of over 65% in size
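Read-out: total well GFP (ex488/em500-530) summed from mean per-cell fluorescence. Cells: HEPG2 CAGA-GFP, 1% FBS DMEM, 18 h at 37 degrees C with 500 pg/mL final TGF-beta. Unstimulated wells served as the full-inhibition control; stimulated DMSO wells = 0%.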
Nrf2 activator: activators of Nrf2 (ARE) signaling. AID 624171. hit rate 0.31% among 410,000. Potency, µM (series often up to 46.1 µM), inactives show at the highest dose activation, actives largely listed as activators. AREc32 ARE-luciferase reporter (MCF7-derived line), luminescence, 24 h; further: potency means the concentration at half of the fitted maximal effect; % of control where 0% means no effect; nearly all actives have a fitted effect of over 65% in size
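Nrf2 activation is followed as ARE-luciferase induction in the AREc32 line after one day of compound treatment; luminescence is read with Steady-Glo.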
ATXN viability: viability counter-screen for ATXN expression inhibitors; AID 651635; S2 cells (HEK-293 line with an ATXN2-luciferase reporter) viability, CellTiter-Fluor protease fluorescence, 24 h; hit rate 0.49% among 400,000; Potency, µM (series often up to 56.7 µM), actives largely listed as cytotoxic; further: potency means the concentration at half of the fitted maximal effect; nearly all actives have a fitted effect of over 40% in size
IL2 activator: activators of IL-2; IL-2 activation reporter assay, cell-based qHTS; stimulated with anti-CD3/CD4/CD28 beads; in transgenic mouse T cells; activation, % (series mostly up to about 46 µM); hit rate 0.065% among 360,000; AID 652025; in the data active means activation above about 50%; inconclusive means mostly about 30% to 49%; further: 0% is about no effect
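Using fluorescent plate cytometry, EGFP and DsRed are detected in transgenic mouse T cells stimulated 18 h at 37 degrees C with antibody-coated beads after 60 min compound pretreatment.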
A549 viability: A549 cytotoxicity, counter-screen for Nrf2 inhibitors | Potency, µM (doses to about 46 µM), inactives show at the highest dose activity change, negative = cytotoxicity, hits mostly inhibitors | hit rate 0.16% among 390,000 | A549 ARE-Fluc cells, CellTiter-Fluor viability, 18-24 h; further: potency means the concentration at half of the fitted maximal effect; on the % scale 0 is the no-effect control and ±100 the full control effect
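A549 ARE-Fluc cells in 5% FBS OPTI-MEM, 5000 cells/well, rested 2 h then exposed to compounds in concentration-response for 18-24 h at 37 °C. Viability by CellTiter-Fluor fluorescence (Ex 405/Em 525) after 30 min; luciferase luminescence (BugLite, 15 min, RT) read afterwards.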
Active calls of the source: *; & = joins results of further samples; [ ] = remark or other dose. Unless noted, the call rests on the fitted dose curve; in most records, active means well fitted curve in the direction sought with a large enough effect; inconclusive means small, poorly fitted or top-dose-only effect, or another doubt; inactive means no such curve, though single readings can be large; an effect the other way counts as inactive or inconclusive.

COc1ccccc1CNc1nc(Nc2ccc(C)cc2C)c2sccc2n1 was read as EPAC2 ag 12%, HepG2 tox -49%, ATXN2 expr inh inconclusive, TGFb inhibitor inconclusive, Nrf2 activator -0.2%[9.22 µM], ATXN viability inconclusive and IL2 activator -0.7.
C/C(=N\NC(N)=O)c1ccc(-n2ccnc2)cc1 was read as EPAC2 ag 2%, HepG2 tox -10%, Nrf2 block 3%, ATXN2 expr inh 2%, TGFb inhibitor 7%, Nrf2 activator 0.4%, ATXN viability inactive, IL2 activator -0.4 and A549 viability 0%.
For CCOc1ccc(NC(=O)CN(C)C(=O)CC(NC(=O)c2ccccc2)c2ccccc2)cc1OCC (stereo not given) the results were EPAC2 ag -2%, HepG2 tox -27%, Nrf2 block -12%, ATXN2 expr inh 18%, TGFb inhibitor -6%, Nrf2 activator -0.6%, ATXN viability inactive, IL2 activator -1.7 and A549 viability -5%.
Screening O=c1[nH]cnc2c1C(c1ccccc1[N+](=O)[O-])c1c(nc[nH]c1=O)O2 returned EPAC2 ag 1%, HepG2 tox -3%, Nrf2 block 2%, ATXN2 expr inh -3%, TGFb inhibitor -5%, Nrf2 activator -0.7%, ATXN viability inactive, IL2 activator -2.5 and A549 viability -5%.
C[C@H](NC(=O)c1ccco1)C(=O)Nc1nc(-c2ccccn2)cs1 was read as EPAC2 ag 0%, HepG2 tox -19%, Nrf2 block -16%, ATXN2 expr inh -17%, TGFb inhibitor 0%, Nrf2 activator 3.8%, ATXN viability inactive, IL2 activator -6.2 and A549 viability -1%.
`CCOC(=O)C1=C(CS(=O)(=O)c2ccccc2)NC(=O)NC1c1cc(OC)c(O)c(OC)c1` (stereo not given) gave EPAC2 ag 13%, HepG2 tox -2%, Nrf2 block 7%, ATXN2 expr inh -9%, TGFb inhibitor 12%, Nrf2 activator 0.2%, ATXN viability inactive, IL2 activator -0.7 and A549 viability -8%.
`COc1cccc(CNC(=O)Cn2cc3c(n2)-c2c(oc(C(=O)N4CCCC4)c2C)CC3)c1` gave HepG2 tox -14%, Nrf2 block inconclusive, TGFb inhibitor inconclusive, Nrf2 activator 1.0% and A549 viability -1%.
Screening CCOC(=O)C1=C(C)NC(C)=C(C(=O)OCC)C1C(=O)OCC(=O)N1c2ccccc2CC1C (stereo not given) returned EPAC2 ag 5%&-5%, HepG2 tox 6%&-12%, Nrf2 block -8%&-7%, ATXN2 expr inh 2%&-5%, TGFb inhibitor -3%&-8%, Nrf2 activator 0.4%&0.4%, ATXN viability inconclusive, IL2 activator -0.1&-0.2 and A549 viability -14%&-16%.
`CCOC(=O)CSc1nc(=O)n2ccccc2n1` gave EPAC2 ag 6%, HepG2 tox 1%, Nrf2 block -4%, ATXN2 expr inh 12%, TGFb inhibitor 1%, Nrf2 activator -1.1%, ATXN viability inactive, IL2 activator 0.4 and A549 viability 1%.
`COc1ccc(Cc2nnc(SCC(=O)c3ccc4c(c3)OCO4)o2)cc1` gave EPAC2 ag 7%, HepG2 tox 7%, Nrf2 block 0%, ATXN2 expr inh 3%, TGFb inhibitor -3%, Nrf2 activator 3.1%, ATXN viability inactive, IL2 activator -3.4 and A549 viability -10%.
`O=C1C=CC2(C=C1)O[C@H](Cc1ccccc1)[C@@H](Cc1ccccc1)O2` gave EPAC2 ag -15%, HepG2 tox -120%, Nrf2 block inconclusive, ATXN2 expr inh inconclusive, TGFb inhibitor 4.5µM*, Nrf2 activator -2.7%, ATXN viability 3µM*, IL2 activator -4.3 and A549 viability inconclusive.
For CCOc1cccc(C(=O)NC(=S)Nc2cccnc2)c1 the results were EPAC2 ag -5%, HepG2 tox 0%, Nrf2 block inconclusive, ATXN2 expr inh 48%[activator], TGFb inhibitor -20%, Nrf2 activator 4.0%, ATXN viability inactive, IL2 activator 0.5 and A549 viability -1%.
Screening C[C@H](NC(=O)/C=C/[C@H]1O[C@@H](n2ccc(=O)[nH]c2=O)[C@H](O)[C@@H]1O)C(=O)O returned EPAC2 ag 2%, HepG2 tox 3%, ATXN2 expr inh -4%, TGFb inhibitor 0%, Nrf2 activator -1.4%, ATXN viability inactive and IL2 activator -0.4.
`Cc1ccc(NC(=O)CN2C(=O)S/C(=C\c3cccn3-c3cccc(C(=O)O)c3)C2=O)c(C)c1` gave EPAC2 ag 8%, HepG2 tox -13%, Nrf2 block 1%, ATXN2 expr inh -7%, TGFb inhibitor -14%, Nrf2 activator 3.1%, ATXN viability inactive, IL2 activator 2.1 and A549 viability -15%.
For C=CCn1c(=S)[nH]c2nc3c(cc2c1=O)COC(C)(C)C3 the results were EPAC2 ag -2%, HepG2 tox -6%, Nrf2 block 21%, ATXN2 expr inh 2%, TGFb inhibitor 9%, Nrf2 activator -0.4%, ATXN viability inconclusive, IL2 activator 0.5 and A549 viability -7%.
CN(Cc1ccccc1)C(=O)C1(C)CCN1C(=O)Cc1ccc(Cl)cc1Cl (stereo not given) was read as EPAC2 ag 8%, HepG2 tox 1%, ATXN2 expr inh -20%, TGFb inhibitor inconclusive, Nrf2 activator -0.1%, ATXN viability inactive and IL2 activator -0.3.
`Cc1ccc(NC(=O)C2(c3cccs3)CCOCC2)cc1C` gave EPAC2 ag 2%, HepG2 tox -10%, Nrf2 block -8%, ATXN2 expr inh 8%, TGFb inhibitor -21%, Nrf2 activator -0.6%, ATXN viability inconclusive, IL2 activator -0.7 and A549 viability 1%.
COc1ccccc1NC(=O)c1cc(Cl)nc2ccccc12 was read as EPAC2 ag 7%, HepG2 tox -4%, Nrf2 block -7%, ATXN2 expr inh -5%, TGFb inhibitor 1%, Nrf2 activator inconclusive, ATXN viability inactive, IL2 activator -0.5 and A549 viability -7%.
Screening Cn1nnnc1SCSc1nnnn1C returned EPAC2 ag 3%, HepG2 tox 1%, Nrf2 block -9%, ATXN2 expr inh 9%, TGFb inhibitor 5%, Nrf2 activator -0.4%, ATXN viability inactive, IL2 activator -0.4 and A549 viability -11%.
`Cc1ccc(C)c(C(O)c2ncc(-c3ccccc3)[nH]2)c1` (stereo not given) gave EPAC2 ag 8%, HepG2 tox -3%, ATXN2 expr inh 10%, TGFb inhibitor 9%, Nrf2 activator 0.6%, ATXN viability inactive and IL2 activator -0.7.
`CC1CN(C(=O)/C=C/c2ccccc2[N+](=O)[O-])CC(C)O1` (stereo not given) gave EPAC2 ag 3%, HepG2 tox 8%, Nrf2 block 1%, ATXN2 expr inh -5%, TGFb inhibitor 3%, Nrf2 activator -0.1%, ATXN viability inactive, IL2 activator -0.9 and A549 viability 4%.
For CN(Cc1cccc(F)c1)C(=O)CN1CCN(S(=O)(=O)c2ccc3c(c2)OCCCO3)CC1 the results were EPAC2 ag 12%, HepG2 tox -3%, Nrf2 block -19%, ATXN2 expr inh -5%, TGFb inhibitor 2%, Nrf2 activator 0.2%, ATXN viability inactive, IL2 activator 0.3 and A549 viability 1%.
`O=C(COC(=O)CCN=C1NS(=O)(=O)c2ccccc21)NNC(=O)c1ccc(Cl)cc1` gave EPAC2 ag 5%, HepG2 tox -11%, Nrf2 block 3%, TGFb inhibitor 0%, Nrf2 activator -1.0%, ATXN viability inconclusive, IL2 activator -0.6 and A549 viability -3%.
For C[C@@H]1CC[C@@]2(O[C@H](CCO)C[C@@H](O)[C@@H]2O)O1 the results were EPAC2 ag 11%, HepG2 tox 7%, Nrf2 block 1%, ATXN2 expr inh 4%, TGFb inhibitor 10%, Nrf2 activator 0.1%, ATXN viability inactive, IL2 activator 0.5 and A549 viability -4%.
For CCOC(=O)C1=C(C)N=c2sc(=Cc3ccc(OCC(=O)O)cc3)c(=O)n2C1c1ccc(SC)cc1 (stereo not given) the results were EPAC2 ag -20%, HepG2 tox -14%, ATXN2 expr inh -13%, TGFb inhibitor inconclusive, Nrf2 activator 4.2% and IL2 activator 3.5.
Screening COCCNC(=O)/C(C#N)=C/c1c(F)cccc1Cl returned EPAC2 ag 5%, HepG2 tox -19%, Nrf2 block -3%, ATXN2 expr inh 0%, TGFb inhibitor 17%, Nrf2 activator inconclusive, ATXN viability inactive, IL2 activator -1.7 and A549 viability -3%.
For Cc1ccc(OCC(=O)OCc2cc(=O)n3nc(C4CC4)sc3n2)cc1 the results were HepG2 tox 0%, Nrf2 block 48%, ATXN2 expr inh 5%, TGFb inhibitor 0%, Nrf2 activator 3.6%, ATXN viability inactive and A549 viability 11%.
`CN1c2ccccc2-c2nc3ccccc3n2C1c1cccs1` (stereo not given) gave EPAC2 ag -5%, HepG2 tox -1%, Nrf2 block inconclusive, ATXN2 expr inh -2%, TGFb inhibitor 20%, Nrf2 activator 5.1%, ATXN viability inactive, IL2 activator -4.2 and A549 viability inconclusive.
`CC1CC(NC(=O)c2c(O)nc3ccccn3c2=O)CC(C)(C)C1` (stereo not given) gave EPAC2 ag 0%, HepG2 tox -12%, Nrf2 block 4%, ATXN2 expr inh -7%, TGFb inhibitor inconclusive, Nrf2 activator 0.3%, ATXN viability inactive, IL2 activator 0.2 and A549 viability 4%.
`O=C(CNS(=O)(=O)c1ccc(F)c(Cl)c1)N1CCCCCC1` gave EPAC2 ag 5%, HepG2 tox -1%, Nrf2 block 19%, ATXN2 expr inh -4%, TGFb inhibitor 13%, Nrf2 activator -0.6%, ATXN viability inactive, IL2 activator 0.3 and A549 viability -4%.
